Screening results deposited in PubChem BioAssay by National Center for Advancing Translational Sciences (NCATS).
D1 ag: agonists of human D1 dopamine receptor. P21728. HEK293 T-REx D1 cells, calcium flux, agonist mode. activation, % at 2 µM. 1% of 360,000 active; further: 0% is about no effect
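Agonism was scored from calcium flux recorded over 180 s (1 read/s) after pintool compound addition, following a 10-cycle baseline. Cells were inducible force-coupled HEK293 TREx D1, plated overnight at 30 C and loaded with no-wash calcium dye.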
TRHR agonist: agonists of human TRH receptor. P34981. TRHR cells, calcium flux fluo-8, FDSS agonist mode. activation, % at 2 µM. 0.18% of 360,000 active. AID 493084; further: 0% is about no effect
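Fluo-8-loaded TRHR cells; 10 s baseline, compound added, kinetic Ca2+ fluorescence read 1/s, agonist mode.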
D1 PAM: enhances dopamine response at the human D1 receptor | HEK293 TREx D1 cells, calcium flux, dopamine EC20 potentiation | potentiation, % at 10 µM | 0.036% of 360,000 active; in the data active means potentiation above about 30%; further: 0% is about no effect
D2 potentiator: positively modulates the human D2 dopamine receptor allosterically; HEK293 T-REx D2, calcium flux, EC20 dopamine potentiation; potentiation, % at 10 µM; 0.34% of 340,000 active;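 active means potentiation over 3 SD above the plate norm, cut at about 30% in these data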; further: 0% is about no effect
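Cells plated with tetracycline inducer and held overnight at 30 C; calcium dye loaded 30–90 min at room temperature; baseline taken, compound added and read 180 s; EC20 dopamine then added and read 180 s.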
D1 antag: blocks dopamine activation of the human D1 receptor | activity change, negative = inhibition, % at 10 µM | HEK293 TREx D1 cells, calcium flux, dopamine EC80; stronger effect = lower value | AID 504652 | P21728 | 3.2% of 360,000 active; in the data active means activity change below about -30%; further: on the % scale 0 is the no-effect control and ±100 the full control effect
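Calcium flux readout: force-coupled, inducible Hek293 Trex D1 line, cells induced overnight at 30 C with tetracycline, dye-loaded 30–90 min at RT. Antagonism scored against EC80 dopamine challenge given 180 s after compound.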
D2 ag: activates the human D2 dopamine receptor; HEK293 T-REx D2 cells, calcium flux agonist mode; activation, % at 2 µM; 0.53% of 340,000 active; P14416;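 active means activation over 3 SD above normal in the single-dose calcium agonist read, cut at about 30% in these data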; further: 0% is about no effect
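Tetracycline-induced HEK293 Trex cells with D2 receptor force-coupled to calcium signaling, plated overnight at 30 C and loaded with no-wash calcium dye. Calcium flux read kinetically for 180 s after compound addition; responses flag agonists.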
D2 antagonist: antagonists of human D2 dopamine receptor; P14416; HEK293 TREx D2 cells, calcium flux, dopamine EC80; inhibition, % at 10 µM; 2% of 340,000 active; AID 485344; in the data active means inhibition above about 30%; further: 0% is about no effect
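In this primary screen, negative modulation is detected by tracking calcium flux after an EC80 dopamine challenge in inducible HEK293 T-REx D2 cells preexposed to test compound for 180 s.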
TRHR enhancer: allosterically enhances the human TRH receptor | enhancement, % at 2 µM | TRHR cells, fluo-8 calcium fluorescence, EC20 TRH enhancement | 0.66% of 360,000 active | P34981 | AID 493056; in the data active means enhancement above about 30%; further: 0% is about no effect
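TRHR-expressing cells loaded with fluo-8 calcium dye were read kinetically (ex 480/em 530) during compound addition, then stimulated with an EC20 of TRH (10 nM final). Enhancement of the Gq-mediated intracellular calcium response was scored.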
RXFP1 antag: blocks the human relaxin receptor RXFP1. HEK293-RXFP1, relaxin-stimulated cAMP HTRF, 30 min; stronger effect = lower value. activity change, negative = inhibition, % at 57.5 µM. Q9HBX9. 0.59% of 350,000 active;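 active means activity change of -60% or lower, but not beyond a set lower limit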; further: on the % scale 0 is the no-effect control and ±100 the full control effect
Target sequence (Q9HBX9 whole entry, looked up): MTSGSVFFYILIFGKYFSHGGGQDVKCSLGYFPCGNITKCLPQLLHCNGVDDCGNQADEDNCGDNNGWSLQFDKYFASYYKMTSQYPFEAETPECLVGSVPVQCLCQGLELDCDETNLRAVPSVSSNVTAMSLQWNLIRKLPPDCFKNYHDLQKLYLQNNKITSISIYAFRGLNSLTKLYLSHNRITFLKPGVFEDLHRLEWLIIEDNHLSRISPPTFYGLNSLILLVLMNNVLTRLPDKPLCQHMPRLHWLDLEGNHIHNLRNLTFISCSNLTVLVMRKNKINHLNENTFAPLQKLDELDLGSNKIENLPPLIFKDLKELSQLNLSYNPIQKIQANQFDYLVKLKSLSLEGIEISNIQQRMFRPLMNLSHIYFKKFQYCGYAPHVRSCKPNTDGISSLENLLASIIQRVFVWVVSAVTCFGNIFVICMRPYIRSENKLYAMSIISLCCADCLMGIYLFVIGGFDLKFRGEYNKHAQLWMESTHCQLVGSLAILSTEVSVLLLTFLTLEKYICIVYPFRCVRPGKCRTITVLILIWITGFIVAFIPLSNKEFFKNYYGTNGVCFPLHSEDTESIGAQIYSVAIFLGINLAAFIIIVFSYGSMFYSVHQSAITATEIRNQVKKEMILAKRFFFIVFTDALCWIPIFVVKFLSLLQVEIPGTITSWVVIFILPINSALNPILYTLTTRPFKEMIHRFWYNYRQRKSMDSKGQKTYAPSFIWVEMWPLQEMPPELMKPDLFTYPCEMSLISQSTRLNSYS
* hit, by the source's call; nt = no result given; & = joins results of further samples. Unless noted, no stated cut-off is given here; in the data, active means activation above about 30%; inactive means the rest.

SMILES	D1 ag	TRHR agonist	D1 PAM	D2 potentiator	D1 antag	D2 ag	D2 antagonist	TRHR enhancer	RXFP1 antag
CCc1nc2ccccc2n1CC(C)C(=O)O (stereo not drawn)	0	-0.3	-5	-21	-25	12	-10	-6	16
COc1ccccc1NC(=O)c1ccc(CSc2ccccc2)o1	10	0.6	-8	-1	-2	0.7	-5	-9	0
CCc1ccc(C2c3c(oc4cc(C)c(C)cc4c3=O)C(=O)N2c2nc(C)c(C(=O)OC)s2)cc1 (stereo not drawn)	1	1.3	1	-10	9	0.5	nt	-1	-18
CCCCCCCCCn1c2c(c(=N)c3c1CCC3)CCCC2	85*	4.0	2	5	8	-0.3	19	-1	-81*
Cc1ccc(S(=O)(=O)NCCCCCC(=O)Nc2nccs2)cc1	11	-0.6	-4	-3	-25	-0.1	5	-1	12
Cc1ccc(CNC(=O)CCCN2C(=O)COc3ccc(C)cc32)cc1	-2	-1.1	-1	-10	9	0.2	nt	-2	-25
Cc1cc(-c2nnc(CCC(=O)NCCc3ccccc3F)o2)no1	1	0.2	0	-4	-8	0.7	0	-4	8
O=C(CSc1nc2ccc([N+](=O)[O-])cc2[nH]1)NC1CCCCCC1	5	0.7	-6	4	-5	0.6	2	20	-17
CCC(CC)c1nc(C(N)=O)c2[nH]c(=O)n(-c3ccc(OC)c(OC)c3)c2n1	8	-0.7	-2	0	23	-0.3	6	9	19
Cc1ccc2nc(SCc3ccccc3)c(C=O)c(=O)n2c1	-2	0.2	7	nt	-1	nt	nt	-7	0
CCCCCCCCn1c2c(c(=N)c3c1CCC3)CCCC2	19	2.0	-4	9	4	0.6	-13	-1	-37
COc1ccc2[nH]cc(CCNC(=O)c3cnn(-c4ccc(C)cc4)c3C3CCN(C(=O)OC(C)(C)C)CC3)c2c1	1	-0.3	7	5	6	0.0	nt	-5	-29
Cc1csc(C)[n+]1CC(=O)c1ccccc1	1	0.1	14	-3	9	0.5	6	4	-17
COc1cccc2sc(=NC(=O)c3ccc(S(=O)(=O)N4CCCCC4)cc3)n(C)c12	-1	1.4	2	nt	-2	0.1	nt	-14	nt
COc1ccc(CCNC(=O)c2cnn(-c3ccc(F)cc3)c2C2CCN(C(=O)OC(C)(C)C)CC2)c(OC)c1	1	-1.2	-1	-12	-1	-2.1	nt	11	-17
O=c1[nH]c(=S)[nH]c2c1C(c1ccc(Br)cc1)c1c([nH]c(=S)[nH]c1=O)O2	3	0.0	-2	3	13	nt	nt	-2	-18
COc1ccc(/C=C/C(=O)N(C)C2CCS(=O)(=O)C2)cc1 (stereo not drawn)	1	-0.3	3	-1	3	-0.3	4	-1	14
CCOc1ccccc1OCCCC(=O)Nc1ccc(OC)nc1	7	-1.4	-1	nt	-2	1.3	-15	6	6
O=C(CNC(=O)c1cccc([N+](=O)[O-])c1)NC1CCCc2ccccc21 (stereo not drawn)	2	-0.2	-3	22	29	-0.3	-23	-1	-1
Cn1c(=O)oc2ccc(C(=O)CSc3nnnn3-c3ccccc3)cc21	8	0.1	1	12	-16	-0.2	16	-1	20
CC(NC(=S)Nc1cccc(C(F)(F)F)c1)C(C)(C)C (stereo not drawn)	18	0.4	-9	1	-35*	2.4	16	-3	-1
O=C(CN1CCOCC1)Nc1ccc(NC(=O)CN2CCOCC2)c(Cl)c1	3	0.2	2	3	-2	0.3	1	-1	-8
COc1cc(C(=O)OCC(=O)N2CCCCC2C)ccc1OCc1c(C)noc1C (stereo not drawn)	4	-0.7	3	0	-4	0.7	-20	-1	1
CN(CC(O)COc1ccc(OCC(O)CN(C)C2CCCCC2)cc1)C1CCCCC1 (stereo not drawn)	2	0.4	-3	-7	4	1.6	-5	-3	-3
CC(C)(C)c1ccc(/C=C2\SC(=O)N=C2N)cc1	2	-0.4	0	-10	-3	-0.7	12	1	-2

Grouped by structure: the entries above containing a halogen.
SMILES	D1 ag	TRHR agonist	D1 PAM	D2 potentiator	D1 antag	D2 ag	D2 antagonist	TRHR enhancer	RXFP1 antag
Cc1cc(-c2nnc(CCC(=O)NCCc3ccccc3F)o2)no1	1	0.2	0	-4	-8	0.7	0	-4	8
COc1ccc(CCNC(=O)c2cnn(-c3ccc(F)cc3)c2C2CCN(C(=O)OC(C)(C)C)CC2)c(OC)c1	1	-1.2	-1	-12	-1	-2.1	nt	11	-17
O=c1[nH]c(=S)[nH]c2c1C(c1ccc(Br)cc1)c1c([nH]c(=S)[nH]c1=O)O2	3	0.0	-2	3	13	nt	nt	-2	-18
CC(NC(=S)Nc1cccc(C(F)(F)F)c1)C(C)(C)C (stereo not drawn)	18	0.4	-9	1	-35*	2.4	16	-3	-1
O=C(CN1CCOCC1)Nc1ccc(NC(=O)CN2CCOCC2)c(Cl)c1	3	0.2	2	3	-2	0.3	1	-1	-8

Next records follow:
SMILES	D1 ag	TRHR agonist	D1 PAM	D2 potentiator	D1 antag	D2 ag	D2 antagonist	TRHR enhancer	RXFP1 antag
COc1ccc(-c2noc(CN(C(=O)c3ccc4c(c3)OCO4)C(C)C)n2)cc1	12	-2.3	-7	nt	-11	nt	nt	0	8
CCC(C(=O)N1CCN(c2ccccc2)CC1)n1c(C)c2cnn(-c3ccccc3)c(=O)c2c1C (stereo not drawn)	-2	0.2	-3	-6	12	-1.4	nt	0	nt
CCCCn1c(-c2cccc(F)c2)nc2c1c(=O)[nH]c(=O)n2CC(C)C	5	-0.8	nt	3	6	0.0	8	-3	-20
COc1ccc(CN2CCSCC2)cc1O	0	-0.2	-2	4	nt	-0.4	5	0	11
COc1ccc(NCc2cccn2-c2nnc(N3CCOCC3)s2)cc1OC	2	0.1	0	-1	-2	0.2	nt	-4	nt
Cc1ccc(C(=O)COC(=O)C(C)N2C(=O)C3C4CCC(C4)C3C2=O)cc1 (stereo not drawn)	7	-0.3	-1	2	-13	-0.2	-3	-2	-2
COc1cccc(/C=N/NC(=O)c2[nH]c(C)c(C(=O)N/N=C/c3cccc(OC)c3)c2C)c1	2	1.1	-13	-14	-41*	-1.2	-7	-1	-14
O=C(N1CCOCC1)N(CCN1CCOCC1)Cc1cccc2ccccc12	1	0.7	0	-8	-7	0.1	6	-3	4
COc1cc(C(=O)Nc2ccc(NC(=O)C3CC3)nc2)cc(OC)c1OC	0	0.2	11	7	-16	-0.7	-7	3	5
O=C(CSc1ccc2nnc(-c3ccccn3)n2n1)N1CCOCC1	2	0.1	-4	8	-9	-0.1	-24	4	nt
COC(=O)c1ccsc1-n1cc(C#N)c(=O)n(C)c1=O	2	0.1	2	0	10	-1.2	-21	1	6
COc1ccc(S(=O)(=O)CC(=O)c2cc3cc(Br)ccc3oc2=O)cc1	2	1.3	-6	11	10	3.1	8	-3	-8
CCn1c(NCc2ccccn2)nc2ccccc21	0	0.3	-3	1	-8	-0.3	15	0	-2
CCOc1cccc2cc(C(=O)NCCC3=CCCCC3)c(=O)oc12	5	-0.3	-4	0	-11	1.6	-2	4	-14
CCOc1ccc(/C=C/c2nc(C#N)c(NCCCN(C)C)o2)cc1	11&0	0.2&1.5	-7&-1	-21&-4	-10&8	0.3&0.4	2	-2&-2	-3&-19
O=C(CSc1nc2ccccc2s1)Nc1ccc(Cl)c(C(=O)O)c1	2	-0.4	8	6	-18	1.7	-17	0	-12
CCN(CC)C(=O)CSc1nc(-c2ccccc2)ccc1C#N	2	0.2	1	2	11	0.6	-24	1	-3
CN(C)c1cccc(C(=O)OC(C(=O)Nc2ccc([N+](=O)[O-])cc2Br)c2ccccc2)c1 (stereo not drawn)	2	-0.3	-1	1	-2	0.3	-6	-2	-13
CN(C)S(=O)(=O)c1ccc(NC(=O)COc2ncnc3sccc23)cc1	3	-0.2	1	6	9	0.8	5	-3	-39
COc1ccc(CCNC(=O)CSc2nnc(CNc3ccc(Cl)cc3)o2)cc1OC	14	0.0	-2	5	-24	0.7	29	-12	-1
O=C(CSc1ccc2nnc(-c3ccncc3)n2n1)Nc1nccs1	3	0.6	-2	-20	-5	0.2	8	-7	-5
Cc1cc2c(cc(C(=O)OCC(=O)NCc3ccco3)n2C)s1	2	-0.9	-5	7	8	0.0	4	1	2
Cc1cc(N2CCN(C3CCCC3)CC2)n2c(nc3ccccc32)c1C#N	2	-1.2	-1	-2	-4	-0.9	-16	-2	-2
COc1ccc(N2C(=O)C(CC(N)=O)N(NC(=O)CCc3ccccc3)C2=O)cc1 (stereo not drawn)	2	-2.8	5	8	-7	-1.4	-25	6	-7
COc1cc(NC(=O)COC(=O)CNC(=O)c2ccc(Cl)cc2)c(C)cc1[N+](=O)[O-]	3	0.2	-6	10	-5	0.2	-5	2	4
Next entries:
SMILES	D1 ag	TRHR agonist	D1 PAM	D2 potentiator	D1 antag	D2 ag	D2 antagonist	TRHR enhancer	RXFP1 antag
COc1ccccc1N1CCN(S(=O)(=O)c2cn(C)nc2C)CC1	1	0.3	5	-13	5	-0.3	-3	-6	-1
CN(CC(=O)Nc1cccc(F)c1)CC(=O)Nc1cccc(S(N)(=O)=O)c1	1	-0.4	5	-4	-7	0.0	0	-10	7
O=C(CSc1nc2ccccc2o1)Nc1nccs1	5	-1.7	-2	-5	-2	-0.5	10	-5	-8
CCOC(=O)N1CCN(C(=O)C2CCC(=O)N(Cc3ccc(Cl)cc3)C2)CC1 (stereo not drawn)	1	0.0	-8	4	19	0.2	13	1	-19
CC(C)Cc1nnc(NC(=O)CCC(=O)N2CCN(c3ccc(F)cc3)CC2)s1	2	-0.1	1	5	-3	-0.2	-3	-1	-24
COc1ccc(CNC(=O)[C@H](Cc2ccccc2)NC(=O)C2CCN(C(=O)[C@H](C)N)CC2)cc1	0	0.8	-1	6	4	0.7	-7	-7	nt
COc1ccc(-n2ncc3c(N4CCN(c5cc(C)ccc5C)CC4)ncnc32)cc1	2	0.2	nt	1	5	-0.2	10	-8	nt
CC(/C=C1\SC(=S)N(CCC(=O)Nc2cccc(C(=O)O)c2)C1=O)=C\c1ccccc1	2	-0.5	-5	-6	-1	0.1	3	4	-26
COc1cccc(/C=C(/C(=O)OCC(=O)NC2CCCC(C)C2C)c2ccccc2)c1 (stereo not drawn)	8	0.0	1	-9	2	0.0	1	-1	-14
Cc1ccc(CNC(=O)C(C)n2ccc3cc(S(=O)(=O)N4CCCC4)ccc32)cc1 (stereo not drawn)	0	-0.1	0	-8	-16	-0.8	nt	-1	-23
O=C(Nc1ccc(C(=O)O)cc1)/C(=C/c1ccc2c(c1)OCO2)NC(=O)c1cccc(Br)c1	3	0.0	-6	2	1	1.7	-3	2	3
Cc1nn(C)c(=S)n1-c1ccc(Cl)cc1	2	-0.4	0	nt	5	nt	nt	4	6
O=C(C1CCC(CNS(=O)(=O)c2cccc3nsnc23)CC1)N1CCN(c2ccccn2)CC1 (stereo not drawn)	-3	-0.1	1	0	-4	-1.2	6	-10	6
C=CCOC(=O)C1=C[C@@H](c2cn(C(C)=O)c3ccccc23)C[C@@H](OCCCCO)O1	-6	0.0	4	6	9	1.0	6	10	nt

Rewritten as labelled records: part of the list above.
> COc1cccc(/C=C(/C(=O)OCC(=O)NC2CCCC(C)C2C)c2ccccc2)c1 (stereo not drawn)
- D1 ag = 8
- TRHR agonist = 0.0
- D1 PAM = 1
- D2 potentiator = -9
- D1 antag = 2
- D2 ag = 0.0
- D2 antagonist = 1
- TRHR enhancer = -1
- RXFP1 antag = -14

> Cc1ccc(CNC(=O)C(C)n2ccc3cc(S(=O)(=O)N4CCCC4)ccc32)cc1 (stereo not drawn)
- D1 ag = 0
- TRHR agonist = -0.1
- D1 PAM = 0
- D2 potentiator = -8
- D1 antag = -16
- D2 ag = -0.8
- D2 antagonist = nt
- TRHR enhancer = -1
- RXFP1 antag = -23
